CFTR F508del cor: correctors of CFTR F508del function in bronchial epithelial cells. CFBE cells, YFP halide quenching; stimulated with forskolin plus potentiator P3; % fluorescence drop versus neutral controls. activity (quench increase), % at 7.58 µM. hit rate 0.36% among 350,000. AID 720511;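 active means mean added fluorescence quench of at least 8% versus neutral control, with both replicates also reaching 8%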;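 further: cells transiently co-express mutant CFTR-F508del with the halide-sensitive YFP; corrector assay measuring rescue of mutant channel to the surface after 24 h compound exposure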
RAD54 inh: RAD54 (human) branch migration inhibition. RAD54 Holliday junction branch migration, FAM/BHQ fluorescence. inhibition, % at 10.4 µM. hit rate 0.14% among 360,000. AID 602329;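 active means mean normalized replicate activity at least 40 and at least half of replicates scoring 40 or more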;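 further: 0% = median of neutral control wells and 100% = median of positive control wells; inhibitors cause a drop in the FAM fluorescence signal; in these data hits start at about 50%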
XiGFP reactiv: reactivates the inactive X chromosome in mouse fibroblasts; XiGFP mouse fibroblasts, % GFP-positive cells imaging, 3 d; cells co-treated with 5-aza-dC sensitizer; scaled so ellipticine positive control = 100%; activation, % at 7.58 µM; hit rate 0.055% among 360,000; AID 743238;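 active means mean normalized replicate activation at least 10% and every replicate at or above 10%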;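 further: 0% = median of on-plate neutral control wells and 100% = ellipticine 6 µM median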
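System: XiGFP fibroblasts, SV40-immortalized. Medium: DMEM plus 5-aza-dC sensitizer. Doses: single point. Timing: 3 d treatment, 15 min room-temperature fixation. Control set: ellipticine 6 µM.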
ARNT TACC3 PPI: disruptors of human ARNT/TACC3 interaction | Q9Y6A5 | AlphaScreen His-ARNT PAS-B/GST-TACC3 binding, luminescence; TACC3 fragment carries E629A point mutation | inhibition, % at 9.99 µM | hit rate 0.66% among 390,000;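 active means mean inhibition of replicates at least 50% and at least half of replicates each reaching 50%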;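 further: 0% = complete ARNT plus TACC3 wells and 100% = ARNT alone without TACC3; many hits fall short of the cut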
GSIS activator: GLuc luminescence reporter in INS-1E cells, primary screen for activators of glucose-dependent secretion of insulin; INS-1E GLuc reporter insulin secretion, 2-3 h; activation, % at 16.6 µM; hit rate 0.61% among 370,000; AID 743287;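 active means lowest replicate activation of at least 40%, so every replicate reaches that level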;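 further: 0% = median of neutral control wells and 100% = median of IBMX positive control wells; some compounds called inactive have numbers as strong as hits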
ERAP1 inh: inhibitors of human ERAP1 aminopeptidase; hit rate 0.15% among 340,000; inhibition, % at 10.7 µM; AID 652197; recombinant ERAP1, Leu-AMC fluorescence, 60 min;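 active means mean replicate inhibition of at least 30%, or all replicates individually reaching that 30% level; inactive means mean below 30% and not every replicate reaching it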;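 further: 0% = neutral control wells and 100% = L-leucinethiol positive control wells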
Target sequence (Q9NZ08 whole entry, looked up): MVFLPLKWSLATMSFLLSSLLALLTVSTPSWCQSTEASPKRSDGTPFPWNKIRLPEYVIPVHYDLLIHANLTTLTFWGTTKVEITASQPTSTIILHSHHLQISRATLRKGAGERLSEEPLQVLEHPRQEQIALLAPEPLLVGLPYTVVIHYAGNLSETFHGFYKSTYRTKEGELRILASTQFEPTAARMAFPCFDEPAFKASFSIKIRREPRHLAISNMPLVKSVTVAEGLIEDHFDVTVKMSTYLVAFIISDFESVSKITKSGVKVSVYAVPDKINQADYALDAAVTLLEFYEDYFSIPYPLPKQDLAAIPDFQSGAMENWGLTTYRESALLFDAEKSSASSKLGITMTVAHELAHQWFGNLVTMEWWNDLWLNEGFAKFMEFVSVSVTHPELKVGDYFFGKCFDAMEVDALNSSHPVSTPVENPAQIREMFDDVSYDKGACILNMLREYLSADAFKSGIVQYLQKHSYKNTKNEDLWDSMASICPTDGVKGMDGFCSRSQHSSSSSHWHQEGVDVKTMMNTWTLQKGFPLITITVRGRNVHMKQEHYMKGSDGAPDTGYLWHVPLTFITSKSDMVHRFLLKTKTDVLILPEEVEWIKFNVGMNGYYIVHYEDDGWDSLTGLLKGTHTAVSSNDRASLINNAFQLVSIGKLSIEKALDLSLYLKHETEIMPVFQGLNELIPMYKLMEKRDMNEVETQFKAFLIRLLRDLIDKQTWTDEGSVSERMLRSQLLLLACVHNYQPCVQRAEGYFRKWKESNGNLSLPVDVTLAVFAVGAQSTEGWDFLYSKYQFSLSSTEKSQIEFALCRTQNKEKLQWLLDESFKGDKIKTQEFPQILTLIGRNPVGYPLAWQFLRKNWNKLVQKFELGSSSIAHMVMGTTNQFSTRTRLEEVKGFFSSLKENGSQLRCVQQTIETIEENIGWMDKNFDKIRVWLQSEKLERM
RAD52 anneal inh: blocks human RAD52 DNA annealing; recombinant RAD52 DNA annealing, FRET fluorescence; inhibition, % at 18.7 µM; hit rate 0.46% among 360,000; AID 651710;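 active means every replicate showing at least 50% inhibition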
esBAF inh: inhibitors of esBAF chromatin remodeling in mouse ES cells. Bmi1-luciferase knock-in reporter, 24 h; 100% = twice the neutral-well signal. reporter increase, % at 12.5 µM. hit rate 2% among 350,000. AID 602393; in the data active means activation above about 40%;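 further: 0% = median of the plate's neutral control wells and 100% = double that signal; a rise in the Bmi1 reporter signal indicates esBAF inhibition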
Active calls of the source: *; i = inactive; . = no result given; & = joins results of further samples. Hits appear at their usual frequency; about 3.3% have a hit in one of these screens.

SMILES	CFTR F508del cor	RAD54 inh	XiGFP reactiv	ARNT TACC3 PPI	GSIS activator	ERAP1 inh	RAD52 anneal inh	esBAF inh
C[C@H](CO)N1C[C@H](C)[C@H](CN(C)Cc2ccc(Oc3ccccc3)cc2)Oc2ccc(NS(=O)(=O)c3ccc(Cl)cc3)cc2CC1=O	-2.1	0	-1.1	9	-5	3	-19	1
CC(C(=O)N1CCN=C1c1ccccc1)N1C(=O)c2ccccc2C1=O (stereo unspecified)	0.9	3	0.3	-3	-1	1	-14	.
O=C(O)[C@H]1CCCC[C@H]1C(=O)Nc1cc([N+](=O)[O-])ccc1F	-2.1	2	0.0	-15	-36	-4	-6	1
O=C(N=C1SC2CS(=O)(=O)CC2N1Cc1ccc(F)cc1)C1CCCO1 (stereo unspecified)	-0.6	-4	0.0	3	31	-1	-9	-3
O=C(CNS(=O)(=O)c1ccccc1)NCC(=O)OCc1ccc(Cl)cc1	0.1	2	0.3	3	-11	1	-12	-1
CCOc1nc(-c2ccccc2)ccc1-c1noc(-c2ccc(OC)c(OC)c2)n1	0.5	-22	-0.1	-9	-2	-1	-6	-2
Cn1c(=O)cc(SCC(=O)NCCC2=CCCCC2)c2cc(Cl)ccc21	.	6	.	-3	-37	.	.	-1
CC(NCc1ccc2c(c1)OCO2)c1ccccc1 (stereo unspecified)	1.6	-7	0.0	5	9	-2	-6	2
CCCCN(C)CCCNC(=O)CC1Oc2ccccc2NC1=O (stereo unspecified)	0.1	11	0.1	-2	4	.	1	4
C[C@H](CO)N1C[C@H](C)[C@H](CN(C)Cc2ccccc2)Oc2cc(-c3ccccc3)ccc2S1(=O)=O	0.4	.	3.7	.	-26	.	.	5

Part of the list above in order of count of non-hydrogen atoms, falling.
SMILES	CFTR F508del cor	RAD54 inh	XiGFP reactiv	ARNT TACC3 PPI	GSIS activator	ERAP1 inh	RAD52 anneal inh	esBAF inh
C[C@H](CO)N1C[C@H](C)[C@H](CN(C)Cc2ccc(Oc3ccccc3)cc2)Oc2ccc(NS(=O)(=O)c3ccc(Cl)cc3)cc2CC1=O	-2.1	0	-1.1	9	-5	3	-19	1
C[C@H](CO)N1C[C@H](C)[C@H](CN(C)Cc2ccccc2)Oc2cc(-c3ccccc3)ccc2S1(=O)=O	0.4	.	3.7	.	-26	.	.	5
O=C(CNS(=O)(=O)c1ccccc1)NCC(=O)OCc1ccc(Cl)cc1	0.1	2	0.3	3	-11	1	-12	-1
CCCCN(C)CCCNC(=O)CC1Oc2ccccc2NC1=O (stereo unspecified)	0.1	11	0.1	-2	4	.	1	4

Continued:
SMILES	CFTR F508del cor	RAD54 inh	XiGFP reactiv	ARNT TACC3 PPI	GSIS activator	ERAP1 inh	RAD52 anneal inh	esBAF inh
CCCNC(=O)N1C[C@H](C)[C@H](OC)CN(C)C(=O)c2ccc(NS(=O)(=O)CC(F)(F)F)cc2OC[C@@H]1C	0.1	-8	0.5	8	-8	0	-20	2
CO[C@H]1CN(C)C(=O)c2cccc(C#N)c2OCC[C@@H]2CC[C@@H](OC)[C@@H](CN(C)C(=O)[C@H]1C)O2	.	1	0.3	-1	-7	-4	-9	4
CC(C)[C@H](NC(=O)c1ccco1)C(=O)OCC(=O)N1CC(=O)Nc2ccccc21	1.1	.	0.0	0	-2	8	-9	.
COc1ccc(NC(=O)Nc2cccc3c2O[C@H](CN(C)C(=O)Nc2ccc(F)cc2)[C@H](C)CN([C@@H](C)CO)C3=O)cc1	-1.2	8	-0.4	3	6	0	-14	-1
O=C(Nc1ccccc1C(=O)NC1CC1)c1ccccc1	1.4	11	0.0	.	-1	-1	-27	-5
O=c1cc(/N=C/c2coc3cc(Br)ccc3c2=O)[nH]c(=S)[nH]1	2.8	-10	-0.1	-10	.	1	-43	-5
COc1ccc(CN(C(=O)CN2C(=O)C(C)Oc3ccccc32)C2CCCC2)c(OC)c1 (stereo unspecified)	1.4	6	.	-2	.	1	6	-9
COC(=O)Nc1nnc(/C=C/c2ccccc2)s1	.	.	-0.1	-11	4	0	-8	.
Cc1ccc(CNc2nc(NCC3CC3)nc3ccsc23)c(C)c1	1.2	3	0.2	.	-7	-2	-4	-49
O=C(O)CCn1c(=O)[nH]c2ccccc2c1=O	5.2	0	0.2	6	-4	-2	-7	-8
CCN(CC)S(=O)(=O)c1ccc(/C=C/C(=O)Nc2ccc(F)cc2F)cc1	0.9	-1	0.0	2	-13	20	-10	.
COc1cc(C=C2C(=O)OC(C)(C)OC2=O)ccc1OCC(=O)Nc1ccccc1	.	.	0.0	0	-5	6	-8	.
O=C(C1CC1)N1[C@@H](CO)[C@@H](c2ccccc2)C12CN(Cc1cccc(Cl)c1)C2	3.4	.	0.1	.	7	3	-251	.
CN1CCN(C(=O)C[C@H]2C[C@@H]3c4cc(NC(=O)Nc5ccccc5F)ccc4O[C@@H]3[C@H](CO)O2)CC1	-0.8	16	0.2	0	8	.	.	-6
NC(=O)c1nsc(C(=O)N(CC(=O)NCc2ccccc2)c2ccc(F)cc2)c1N	0.0	-5	0.0	-4	3	1	-15	6
O=C(Nc1ccc(Cl)cc1)c1ccc(Br)cc1F	-0.5	.	0.0	-8	.	-1	-3	.
COc1ccc2oc(=O)c(C(=O)NCc3ccccn3)cc2c1	.	-5	.	-1	71*	.	.	-3
CC(C)(C)S(=O)N1Cc2cc(C(=O)NCc3ccc(Oc4ccccc4)cc3)nc(-c3cccc(-c4cc5ccccc5o4)c3)c2[C@H]1CCO (stereo partly specified)	-3.3	-22	0.2	.	.	2	-47	2
CN(C)CCOC(c1ccc(Cl)cc1)c1ccccn1 (stereo unspecified)	-14&-1.1	3&6	-0.1&0.0	-3&-8	4&7	-3&-2	2&-8	5&0
CS(=O)(=O)N(CC(=O)NCC1CCCO1)Cc1ccc(Cl)cc1 (stereo unspecified)	.	1	.	-2	1	.	.	-7
C=CCNC(=O)Nc1ccc2nc(C)sc2c1	1.0	.	0.0	9	0	-4	-5	.
CCCCn1ccnc1C(=O)c1ccc(S(=O)(=O)N2CCCC2)cc1	0.5	-8	0.1	.	-24	-1	-9	2
Cn1cc(S(=O)(=O)N2CCCC(C(=O)O)C2)cn1 (stereo unspecified)	-0.1	4	0.0	-7	12	0	-11	7
O=S(=O)(c1ccc(F)cc1)N1CCCCN2[C@H](CO)[C@H](c3ccc(-c4ccccc4)cc3)[C@H]2C1	5.6	9	-0.1	14	-28	-2	-17	.
O=c1[nH]c2ccc(NC(=S)Nc3ccc(F)cc3)cc2[nH]1	-1.8	3	.	2	26	.	0	-4
O=C1/C(=C\c2cc([N+](=O)[O-])ccc2O)SC(=S)N1Cc1ccc(Cl)cc1	7.1	-149	-0.1	1	0	-1	i	-27
CC(=O)Nc1ccc(NC(=O)c2cc(S(=O)(=O)N3CCCCC3)ccc2N2CCOCC2)cc1	-0.6	-9	0.0	-3	7	5	-12	-4
COCC(=O)Nc1cc(Cl)ccc1C	-0.2	.	0.0	25	-4	5	-17	.
O=C(COC(=O)c1cc(S(=O)(=O)NCc2ccccc2)ccc1O)c1cc2ccccc2o1	-1.7	1	0.0	-4	-1	-1	-102	-9
CCOc1ccc(N(C(=O)CNC(=O)c2ccco2)C(C(=O)NC2CCCC2)c2ccco2)cc1 (stereo unspecified)	0.2	-1	0.4	2	-1	0	1	10
O=C(CCn1nc(-c2ccccc2)c2ccccc2c1=O)Nc1cccnc1	-3.7	.	0.2	0	10	1	-12	-8
Cc1ccccc1NC(=O)Cc1nc(COC(=O)CCOc2ccccc2)cs1	2.0	-9	0.2	0	-9	-3	-32	.
CCCOc1ccc(NC(=O)c2cc3cc(C)ccc3[nH]2)cc1	-0.6	7	0.3	-4	.	1	7	16
C[C@@H]1CN([C@H](C)CO)C(=O)c2cccc(NS(=O)(=O)c3ccc(F)cc3)c2O[C@H]1CN(C)Cc1ccc(Oc2ccccc2)cc1	0.9	.	0.2	.	-25	.	.	3
C[C@H](CO)N1C[C@H](C)[C@H](CN(C)Cc2ccc(Cl)c(Cl)c2)Oc2ccc(NC(=O)Nc3ccc(F)cc3)cc2C1=O	1.3	-3	0.8	.	-21	-1	-1	0
CN(C)S(=O)(=O)N1CCC(CO)(Cc2cccc(C(F)(F)F)c2)CC1	-0.9	.	0.1	-8	.	3	-2	.
CS(=O)(=O)N(CC(=O)Nc1ccccc1C(=O)NCc1ccccc1)c1ccc2c(c1)OCCO2	.	9	.	14	-5	.	.	15
O/N=C/c1cn(-c2ccc(Cl)cc2)nn1	2.4	.	0.2	-2	4	-11	-9	.
CC(C)(Cc1ccccc1)NC(=O)C(=O)c1cn(CC(=O)N2CCOCC2)c2ccccc12	2.5	14	0.1	5	-26	3	-19	4
COC(=O)c1cccc(NC(=O)c2cc3ccccc3o2)c1	-1.1	4	0.1	4	.	2	-12	32
Cc1c(N(C)C(=O)c2ccccc2F)c(=O)n(-c2ccccc2)n1C	.	-5	.	6	-2	1	-17	-7
N#C[C@H]1[C@@H](c2ccccc2)[C@H](CO)N1C(=O)CN1CCOCC1	2.1	0	0.1	-10	11	-2	-5	4
CCCn1c(C(Cc2ccccc2)NC(=O)COC)nc2ccccc21 (stereo unspecified)	2.0	5	-0.1	-2	7	-2	-11	-5
CCOC(=O)C1CCN(Cc2nnc(-c3cccc(Br)c3)o2)CC1	0.0	-10	0.2	-3	-6	1	-12	-4
O=C(Nc1ccc2c(c1)OCCO2)C1CC(c2ccccc2Cl)=NO1 (stereo unspecified)	4.0	-1	0.1	-9	-9	-5	-1	60*
CC(=O)c1cccc(OCc2cc(C(=O)N(C)Cc3cnccn3)no2)c1	0.7	4	0.1	-2	-1	0	-22	.
O=C1O[C@H]([C@@H](O)CO)C(O)=C1O	-15	-4	0.2	-19	.	-4	1	-2
CCn1c(CNC(=O)c2cccs2)nnc1SCC(=O)Nc1cc(Cl)ccc1C	.	1	.	7	-1	.	.	3
CN(C)CC(=O)Nc1ccc2c(c1)[C@H]1C[C@@H](CC(=O)NCCc3ccccc3)O[C@@H](CO)[C@H]1O2	-2.2	-1	0.3	-10	4	-1	11	1
Cc1c(Cl)cccc1NC(=O)CCCn1nc([N+](=O)[O-])cc1C	-0.7	.	.	-5	-28	.	-17	.
More entries.
SMILES	CFTR F508del cor	RAD54 inh	XiGFP reactiv	ARNT TACC3 PPI	GSIS activator	ERAP1 inh	RAD52 anneal inh	esBAF inh
C[C@H]1CN([C@@H](C)CO)C(=O)CCCn2cc(nn2)CO[C@@H]1CN(C)Cc1ccccc1	1.7	-8	0.1	-1	16	-21	-7	-7
Cn1c(=O)c2c(-c3ccccc3)n(-c3cccc(Br)c3)cc2n(C)c1=O	3.5	3	-0.1	.	-16	-1	-14	5
O=S(=O)(NC1CC1)c1ccc(S(=O)(=O)N(Cc2ccccn2)C2CC2)cc1	1.2	4	0.0	-5	4	1	-6	.
O=C(N/N=C/c1cccs1)c1cccc2cc[nH]c12	-0.7	7	.	18	8	0	-10	57*
C[C@@H]1CN([C@@H](C)CO)C(=O)Cc2cc(NS(=O)(=O)c3cccs3)ccc2O[C@@H]1CN(C)Cc1ccc(C(F)(F)F)cc1	-0.7	5	0.0	-17	5	-1	-1	3
COc1ccc(Cc2nnc(Nc3c(C)cccc3C)o2)cc1OC	-1.6	3	-0.1	-4	26	-1	2	.
COc1ccc2nc(NNC(=O)COc3ccccc3)sc2c1	-4.0	.	0.1	-13	14	-3	-1	.

esBAF inh, what is marked active above
compound,CFTR F508del cor,ARNT TACC3 PPI,GSIS activator,ERAP1 inh,RAD52 anneal inh,esBAF inh
O=C(Nc1ccc2c(c1)OCCO2)C1CC(c2ccccc2Cl)=NO1 (stereo unspecified),4.0,-9,-9,-5,-1,60*
O=C(N/N=C/c1cccs1)c1cccc2cc[nH]c12,-0.7,18,8,0,-10,57*

Screens as filed in PubChem.
